Source: PubChem
CHO-K1 Ca PAM: nonselective calcium activators in parental CHO-K1 cells, primary screen, counter-screen for M1 PAM project, cell-based, Fluo-8 calcium fluorescence, full deck, 1536-well. ATP EC20; 0% at ATP EC20, 100% at ATP max. activation, % at 3 µM. actives 0.02% (n = 360,000). AID 602247, 2012;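 active means activation above the run cutoff, the mean activation of all test compounds plus 3 SD, cut at about 40% in these data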;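 further: peak over basal fluorescence ratio in a 140 s read after ATP addition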
CHO parental Ca: ATP-evoked calcium signal inhibitors, parental CHO, primary screen, counter-screen for OX1R antagonist project, cell-based, fluorescence, Fluo-8 calcium dye | parental CHO-K1, ATP-induced calcium, Fluo-8 fluorescence | inhibition, % at 5.6 µM | actives 0.63% (n = 330,000);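 active means inhibition above that plate's mean sample inhibition plus 3 SD, cut at about 26% in these data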;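 further: 0% = ATP-challenged DMSO wells and 100% = DMSO wells without ATP; some compounds past the cut are filed as inactive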
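Test system: parental CHO cells; detection: calcium-sensitive Fluo-8 fluorescence; evaluation: percent inhibition of calcium signal; also added: ATP as calcium-mobilizing challenge; repeats: one well per compound; control set: ATP-challenged DMSO wells low, unchallenged DMSO wells high; compound: single nominal dose of 5.6 µM per compound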
M1 ag: human M1 muscarinic receptor agonists, primary screen, Fluo-8 calcium fluorescence, CHO-K1 cells, HTS; activation, % at 3 µM; actives 0.33% (n = 360,000); AID 588814, 2011; Muscarinic acetylcholine receptor M1 (Homo sapiens), P11229; CHO-K1 hM1, agonist mode; 0% DMSO, 100% acetylcholine EC100;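 active means activation above the run's mean compound activation plus 3 SD, cut at about 16% in these data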;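 further: peak over basal fluorescence ratio within a 140 s kinetic read after compound addition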
Target sequence (P11229 whole entry, looked up): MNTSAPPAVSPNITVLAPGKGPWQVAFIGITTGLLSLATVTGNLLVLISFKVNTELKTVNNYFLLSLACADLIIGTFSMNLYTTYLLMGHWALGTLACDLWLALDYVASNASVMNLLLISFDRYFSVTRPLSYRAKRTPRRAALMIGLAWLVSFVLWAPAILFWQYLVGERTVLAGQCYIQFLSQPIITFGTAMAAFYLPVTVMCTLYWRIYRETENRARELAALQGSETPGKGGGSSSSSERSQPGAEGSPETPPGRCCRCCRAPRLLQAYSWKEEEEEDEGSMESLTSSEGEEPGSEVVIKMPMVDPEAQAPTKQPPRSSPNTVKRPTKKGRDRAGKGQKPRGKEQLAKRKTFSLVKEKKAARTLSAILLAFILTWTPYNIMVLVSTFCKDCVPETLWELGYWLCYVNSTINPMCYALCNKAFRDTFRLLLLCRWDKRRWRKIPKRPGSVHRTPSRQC
TAAR1 antagonist: human TAAR1 antagonists, primary screen, Fluo-8 calcium fluorescence, CHO RD-HGA16 cells; antagonist; inhibition, % at 3 µM; AID 624466, 2012; actives 1.5% (n = 360,000);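 active means inhibition above a per-plate cutoff, the mean inhibition of test compounds on that plate plus 3 SD, cut at about 49% in these data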;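 further: 0% = DMSO plus EC80 beta-PEA response and 100% = DMSO alone without agonist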
Target sequence (Q96RJ0 whole entry, looked up): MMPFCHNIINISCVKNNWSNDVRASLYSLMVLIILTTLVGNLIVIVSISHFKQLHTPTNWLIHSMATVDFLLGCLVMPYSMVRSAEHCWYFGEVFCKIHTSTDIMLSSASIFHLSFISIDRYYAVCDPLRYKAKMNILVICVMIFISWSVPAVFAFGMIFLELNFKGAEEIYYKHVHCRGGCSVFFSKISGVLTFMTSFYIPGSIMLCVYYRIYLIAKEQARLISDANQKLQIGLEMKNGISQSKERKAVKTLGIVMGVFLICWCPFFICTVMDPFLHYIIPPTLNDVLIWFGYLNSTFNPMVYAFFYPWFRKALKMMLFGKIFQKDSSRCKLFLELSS
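System: RD-HGA16 CHO cells with stable hTAAR1 and Gα16 | Probe or stimulus: EC80 β-phenethylamine stimulus | Dosing: 3 µM, single point | Times: Dye loading 75 min at 37 °C, then 30 min room temperature | Measured by: Fluo-8 calcium-sensitive fluorescence | Read-out basis: % inhibition of agonist calcium response | Replicates: n of 1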
CHRM1 PAM: human M1 muscarinic receptor positive allosteric modulators, primary screen, CHO-K1 cells, Fluo-8 calcium fluorescence, 1536-well; AID 588819, 2011; actives 0.088% (n = 360,000); activation, % at 3 µM; CHO-K1 hM1, ACh EC20; 0% = ACh EC20, 100% = maximal ACh; in the data active means activation above about 19%, passing the limit was not always enough
M1 ag parental: counter-screen for M1 agonists: effect in parental CHO-K1 cells. actives 0.48% (n = 360,000). activation, % at 3 µM. AID 602248, 2012. Fluo-8 calcium fluorescence; scaled to maximal ATP response, vehicle zero; in the data active means activation above about 15%;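 further: untransfected CHO-K1 host cells lacking M1 receptor as counterscreen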
M1 antag: human M1 muscarinic receptor antagonists, primary screen, CHO-K1 cells, Fluo-8 calcium fluorescence, 1536-well | Muscarinic acetylcholine receptor M1 (Homo sapiens), P11229 | CHO-K1 hM1, ACh EC80 antagonist | inhibition, % at 3 µM | actives 1.3% (n = 360,000);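 active means percent inhibition above its own plate's cutoff, namely the mean of that plate's compound wells plus 3 SD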;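 further: peak over basal fluorescence ratio during 140 s after agonist addition; 0% = ACh EC80 plus DMSO and 100% = DMSO alone without agonist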
CHO-K1 Ca antag: M1 antagonist counterscreen hit in parental CHO-K1 cells | ATP-induced calcium, Fluo-8 fluorescence | inhibition, % at 3 µM | actives 0.6% (n = 360,000) | AID 602250;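 active means inhibition above a per-plate cutoff, the plate's mean sample inhibition plus 3 SD, cut at about 24% in these data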;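 further: 0% = DMSO plus EC80 ATP and 100% = DMSO alone without ATP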
TAAR1 ag: human TAAR1 agonists, primary screen, Fluo-8 calcium fluorescence, CHO RD-HGA16 cells; AID 624467, 2012; actives 0.99% (n = 360,000); Trace amine-associated receptor 1 (Homo sapiens), Q96RJ0; activation, % at 3 µM; vehicle wells 0%, saturating PEA agonist 100%;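 active means activation above the mean activation of all test compounds in the run plus 3 SD, cut at about 38% in these data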
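Benchmarks: low control DMSO, high control PEA (EC100); System: CHO RD-HGA16 cells carrying human TAAR1 plus Gα16; Detection: Fluo-8 fluorescence, 5 s baseline then 140 s kinetic read; Schedule: 17-24 h plating, Fluo-8 75 min 37 °C, 30 min RT; Read-out basis: % activation from peak over basal fluorescence ratio, DMSO-to-PEA scaled.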
* marks the source's active call; other numbers are inactive results; / = not tested or not shown. An unsorted share of the library (roughly 4.4% active in at least one column).

Start of the data: the first 6 compounds, to show the layout:
SMILES	CHO-K1 Ca PAM	CHO parental Ca	M1 ag	TAAR1 antagonist	CHRM1 PAM	M1 ag parental	M1 antag	CHO-K1 Ca antag	TAAR1 ag
COc1ccc(S(=O)(=O)NCC(=O)NCc2cc(=O)n(C)c(=O)n2C)cc1C	-22	-20	7	-12	4	0.2	-7	4	2
CCN(CC)S(=O)(=O)c1ccc(OC(C)C)c(N)c1	15	-10	-4	-1	8	0.5	-11	-14	3
CN(C)C(=O)N1CCCC(C(=O)NCc2ccc(F)cc2Cl)C1 (stereo not given)	8	-11	-6	3	8	1.1	-7	-17	-1
O=C(NCc1ccccc1)C1COc2ccccc2O1 (stereo not given)	24	-2	-5	-12	7	1.2	-10	-3	6
COC(=O)c1ccc(C(C(=O)NC2CCCCC2)N(Cc2ccccc2)C(=O)Cc2cccs2)cc1 (stereo not given)	17	-22	-6	-7	8	0.7	-12	-13	-1
O=C(/C=C/c1cccs1)Nc1cccc(NC(=O)/C=C/c2cccs2)n1	6	-11	-3	23	-22	5.7	47*	14	10

The whole of this part, from the first entry:
SMILES	CHO-K1 Ca PAM	CHO parental Ca	M1 ag	TAAR1 antagonist	CHRM1 PAM	M1 ag parental	M1 antag	CHO-K1 Ca antag	TAAR1 ag
COc1ccc(S(=O)(=O)NCC(=O)NCc2cc(=O)n(C)c(=O)n2C)cc1C	-22	-20	7	-12	4	0.2	-7	4	2
CCN(CC)S(=O)(=O)c1ccc(OC(C)C)c(N)c1	15	-10	-4	-1	8	0.5	-11	-14	3
CN(C)C(=O)N1CCCC(C(=O)NCc2ccc(F)cc2Cl)C1 (stereo not given)	8	-11	-6	3	8	1.1	-7	-17	-1
O=C(NCc1ccccc1)C1COc2ccccc2O1 (stereo not given)	24	-2	-5	-12	7	1.2	-10	-3	6
COC(=O)c1ccc(C(C(=O)NC2CCCCC2)N(Cc2ccccc2)C(=O)Cc2cccs2)cc1 (stereo not given)	17	-22	-6	-7	8	0.7	-12	-13	-1
O=C(/C=C/c1cccs1)Nc1cccc(NC(=O)/C=C/c2cccs2)n1	6	-11	-3	23	-22	5.7	47*	14	10
O=C(OCC(=O)N1CCN(C(=O)c2ccco2)CC1)c1cc(=O)c2ccccc2o1	4	-13	2	5	1	-0.1	-19	11	1
CC1CN(C(C)C)C(=S)NC1=O (stereo not given)	15	/	-1	-2	8	5.4	-3	2	1
CCOC(=O)Cn1c(=O)c2c(nc(Br)n2Cc2ccccc2Cl)n(C)c1=O	7	-14	2	8	10	0.7	-10	-5	6
COc1ccc(CC(=O)N2CCCC(C)C2)cc1 (stereo not given)	-4	-15	-3	-10	1	0.5	0	-12	7
CCC(C)(C)NC(=O)CCCSc1nc2ccccc2[nH]1	26	-3	-2	-15	8	2.8	-13	-19	1
CC(Oc1ccc(Cl)cc1Cl)c1ccnc(N)n1 (stereo not given)	20	-14	-6	-17	1	0.8	-8	-9	0
CCOc1ccc(NC(=O)CN2CCc3cc4c(cc3C2)OCCCO4)cc1OCC	18	-8	-1	-5	4	0.3	-1	-17	1
CS(=O)(=O)N1CCC(C(=O)Nc2ccccc2Sc2ccccc2)CC1	14	-11	-1	-18	9	0.2	-13	0	17
CN1CCC[C@@H]1CCNC(=O)c1cccc2c1C(=O)c1ccc(N3CCCC3)cc1S2(=O)=O	12	4	-7	4	0	2.0	2	-5	3
Cc1cc(C(=O)COc2ccc(C#N)cc2)c(C)n1CC1CCCO1 (stereo not given)	-1	-10	1	-13	12	0.8	-6	10	2
COc1ccc2cc(C3CC(c4ccco4)=NN3S(=O)(=O)c3ccccc3)c(Cl)nc2c1 (stereo not given)	12	-16	-7	-8	-1	0.4	-3	-7	3
O=C(Nc1ccccc1F)c1cc2c(s1)-c1ccccc1S(=O)(=O)C2	17	-19	-3	16	3	4.4	-7	-5	8
COc1cc(C=O)ccc1OCc1ccccc1Br	24	3	-7	-19	-4	0.0	1	-14	2
O=C(NNc1ncccc1-n1cccc1)c1ccc(Cl)cc1	10	-17	-4	-6	4	8.5	-7	14	-1
COc1cc(N)c(Cl)cc1C(=O)OCC(=O)Nc1ccc(N2CCOCC2)cc1	-11	-11	-2	9	1	1.3	7	-6	0
Cc1ccc(C)c(NC(=O)Cn2nnc(C(=O)Nc3c(C)cccc3C)c2N)c1	18	3	2	5	9	0.6	-27	-3	2
COc1cccc(C(CC(=O)O)NS(=O)(=O)c2ccc3c(c2)N(C(C)=O)CC(C)O3)c1 (stereo not given)	-12	-4	-1	-17	21	-0.2	-11	-14	12
O/N=C/c1ccc(-c2cc(Cl)ccc2Cl)o1	2	6	-5	-15	-1	0.9	-2	11	13
CCc1nc(SCc2ccc(C(=O)OC)o2)n[nH]1	29	-11	-7	3	0	1.3	8	-10	10
COCCNC(=O)C1(C)CCN(C(=O)c2cccnc2Oc2ccccc2)C1 (stereo not given)	18	/	-2	-11	4	-0.5	-9	-6	1
CCS(=O)(=O)N1CCN(C(=O)c2cc(OC)cc(OC)c2)CC1	7	3	-1	2	-8	0.5	-6	-9	2
O=C(NCCc1ccccc1)c1nc(CS(=O)(=O)c2ccc(Cl)cc2)no1	-2	-20	-1	7	-6	7.5	6	-9	5
Cc1cc(CNC(=O)C2CCC(=O)N(CCc3cccc(F)c3)C2)nn1C (stereo not given)	-1	/	-3	-17	14	0.6	-11	2	4
Cc1cc2oc(=O)c(CC(=O)NCCCO)c(C)c2c2occ(C(C)(C)C)c12	-7	-23	-4	0	2	0.0	2	-4	25
COc1ccc(-c2cn(Cc3ccc4ccccc4c3)nn2)cc1	-10	20	-3	106*	-14	0.1	22	1	30
Cc1ccc2occ(-c3nn[nH]n3)c(=O)c2c1	10	3	-6	-3	4	0.3	-2	0	0
COc1cccc(NC(=O)CCS(=O)(=O)c2ccc(Br)cc2)c1	3	-7	-2	-12	10	0.6	-13	-13	-2
CN1CCC(N(C)C(=O)COc2ccc(S(=O)(=O)N3CCOCC3)cc2)CC1	8	-6	-3	-23	9	0.7	-13	-6	2
CC(C)(C)C(=O)Cn1ncc(N2CCOCC2)c(Cl)c1=O	2	-5	-3	-12	-1	0.3	-7	8	7
O=C(NCCOc1ccccc1)c1cccc(S(=O)(=O)NCc2ccccc2)c1	-13	-20	0	23	-2	4.0	-4	-8	10
CSc1nc(N(C)C)nc(N2CC(=O)N(CCNS(=O)(=O)c3ccc(C)cc3)C2=N)n1	24	-12	-9	-21	4	-0.1	-8	-8	-1
O=C(NCCN=C1NS(=O)(=O)c2ccccc21)c1ccncc1	9	7	-7	21	4	0.3	-2	-2	2
O=C(Nc1nnc(SCc2ccc(F)cc2)s1)c1ccc2c(c1)C(=O)N(c1ccccc1Cl)C2=O	15	3	-5	-11	5	0.1	-2	-10	5
COc1ccc(S(=O)(=O)N(C)c2ccc(C(=O)N3CCC(C(N)=O)CC3)cc2)cc1	2	-3	-5	-2	4	0.1	-10	-3	-2
c1ccc(COc2ccc(-c3cc4nc(NCCOc5ccccc5)ccn4n3)cc2)cc1	11	/	0	22	0	2.3	3	1	0
Cc1nc(NS(=O)(=O)c2ccccc2)sc1C(=O)N/N=C/c1ccccc1	0	-18	-3	-9	2	0.4	3	-5	2
CC(=O)c1cc(CN2CCN(Cc3ccccc3)C(CCO)C2)cs1 (stereo not given)	-7	4	-8	-5	1	0.3	-7	-9	1
O=C(c1ccc(Cl)s1)N1CCN(S(=O)(=O)c2ccc(Cl)cc2)CC1	8	-14	0	8	14	0.0	-11	-9	0
COCCCNC(=S)NC(=O)c1ccc(C)cc1	18	2	-6	-30	5	0.8	-5	-1	4
c1ccc(Oc2ncnc3sccc23)cc1	-9	-5	-3	-1	0	0.2	13	-1	-2
COc1cc(-c2[nH]ncc2CN2CCSCC2)cc(OC)c1OC	12	-16	-5	-21	12	0.4	-19	-7	-2
O=C(COC(=O)C1CCC1)Nc1ncc(Cl)cc1Cl	1	-6	-4	-24	6	0.4	-2	-2	1
CC(C)=CCOc1ccc2ccc(=O)oc2c1	15	-9	-6	12	0	0.1	-7	-5	2
COC(=O)c1c(NC(=O)CCC(=O)O)sc(Cc2ccccc2)c1C	11	-14	-2	-19	1	0.2	-4	-12	0
Cc1nc(SCC(=O)N2CCOCC2)c2c(=O)n(C)c(=O)n(C)c2n1	-3	-9	-3	-8	7	-0.3	-6	-7	-1
CCOC(=O)c1cc2[nH]c3ccccc3c2[n+](-c2ccc([N+](=O)[O-])cc2)c1C	20	-9	-8	-4	8	0.0	-6	-7	0
CCC(=O)c1ccc(OCC(=O)Nc2nn3cnnc3s2)cc1	14	11	-1	-2	6	0.4	-27	5	15
Cc1cc(=O)oc2c(C)c(OC(C)C(=O)NCC3CCC(C(=O)O)CC3)ccc12 (stereo not given)	8	-1	-2	0	3	0.3	-5	2	1
CC1(C)CC(=O)/C(=C(\O)c2ccccc2)C(=NCCc2ccccc2)C1	0	-4	-6	5	-1	-0.1	5	0	6
Cc1nn(CC(=O)NCCc2cccs2)c(=O)c2nn(-c3ccccc3)c(C)c12	4	-21	0	0	23	-1.0	-22	-7	27
Cc1ccc(NC(=O)Nc2cc(S(=O)(=O)N(C)C)ccc2C)cc1	-4	-11	2	5	-3	0.2	10	4	2
O=C(NCCCN1CCOCC1)c1cc2cc(Br)ccc2oc1=O	23	-20	-4	5	0	1.4	-23	-11	10
COCCn1nnnc1C(C(C)C)N1CCOCC1 (stereo not given)	1	-19	0	4	15	-0.2	-13	2	2
Cc1ccc(CNC(=O)C2CC(c3ccccc3[N+](=O)[O-])=NO2)o1 (stereo not given)	13	-5	-5	1	4	-0.2	-2	-5	23
(continued)
SMILES	CHO-K1 Ca PAM	CHO parental Ca	M1 ag	TAAR1 antagonist	CHRM1 PAM	M1 ag parental	M1 antag	CHO-K1 Ca antag	TAAR1 ag
CCOC(=O)C1C(=O)OC(C)(C)C1C(C)C(=O)c1ccc(OC)cc1 (stereo not given)	13	-7	4	-12	7	-0.1	-6	-2	6
CS(=O)(=O)c1ccc(Nc2nc(C(N)CCc3ccccc3)cs2)cc1 (stereo not given)	14	/	-5	-8	-2	0.1	0	-6	5
O=C(NCc1ccc2c(c1)OCO2)C(=O)NCC1OCCN1S(=O)(=O)c1ccc(F)cc1 (stereo not given)	3	-14	-2	-20	0	1.1	2	3	1
O=c1ccc(NS(=O)(=O)c2ccc(Cl)cc2)cn1Cc1ccc(Cl)c(Cl)c1	-3	1	0	14	3	0.7	1	-3	10
